From PubChem BioAssay
Tau fibril ThT: qHTS for Inhibitors of Tau Fibril Formation, Thioflavin T Binding. Potency, µM (doses to about 57.4 µM), without a hit: top-dose activity, negative = inhibition, actives largely listed as inhibitors. recombinant tau K18 P301L, heparin-induced fibrillization, ThT fluorescence. Microtubule-associated protein tau (Homo sapiens), P10636. AID 1460, 2008. hit rate 2.1% among 270,000; note: % is set by controls: 0 for no effect and ±100 for the full control effect; nearly all actives have a fitted effect of over 55% in size
Target sequence (P10636 561-689 P618L limits assumed): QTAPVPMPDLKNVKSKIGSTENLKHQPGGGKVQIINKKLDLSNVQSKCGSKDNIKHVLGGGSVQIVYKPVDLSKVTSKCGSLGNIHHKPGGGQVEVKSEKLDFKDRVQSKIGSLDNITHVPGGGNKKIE
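ThT emission at 510 nm, taken 1 hr after adding 30 uM dye, quantifies aggregates formed when 20 uM heparin acts on human tau K18 P301L for 6 hr at 37 C.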
Tau fibril FP: qHTS for Inhibitors of Tau Fibril Formation, Fluorescence Polarization. Microtubule-associated protein tau (Homo sapiens), P10636. K18 P301L tau heparin fibrillization, Alexa594 FP, 6 h. Potency, µM (series often up to 57.7 µM), for the others: at the highest dose activity, negative = inhibition, most hits filed as inhibitors. hit rate 0.39% among 280,000; note: % is set by controls: 0 for no effect and ±100 for the full control effect; nearly all actives have a fitted effect of over 55% in size
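Recombinant K18 P301L […], labeled with Alexa 594 at 0.24 uM over 15 uM unlabeled; heparin inducer 20 uM final; 37 C, 6 hr; FP endpoint.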
GAA spleen mod: qHTS Assay for Inhibitors and Activators of Human alpha-Glucosidase From Spleen Homogenate; Lysosomal alpha-glucosidase (Homo sapiens), P10253; human spleen homogenate, 4-MU-alpha-glucoside fluorescence; Potency, µM (titrated, usually from 79.9 µM), without a hit: at the top dose activity change, negative = inhibition, most hits filed as inhibitors; hit rate 0.006% among 240,000; AID 2112, 2009;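 note: 0% = enzyme with vehicle and -100% = no enzyme basal signal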
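AC50 values come from Hill-equation fits of concentration-response data, normalized to no-enzyme and full-activity controls. Enzyme source: 1 ug human spleen homogenate; 1 mM fluorogenic 4-MU glucoside, pH 5.0 citrate buffer, 37 C, 40 min.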
GAA glycogen mod: qHTS Assay for Inhibitors and Activators of Human alpha-Glucosidase Cleavage of Glycogen | recombinant GAA, glycogen substrate, Amplex Red glucose oxidase fluorescence | Potency, µM (titrated, usually from 76.4 µM), for the others: top-dose activity change, negative = inhibition, most hits filed as inhibitors | hit rate 0.38% among 300,000;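 note: 0% = full enzyme reaction and -100% = no-enzyme basal signal; the screen sought inhibitors and activators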
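Recombinant human enzyme (4 nM); glycogen substrate; 37 C, 40 min, pH 5.0. Readout: coupled glucose oxidase/Amplex Red fluorescence.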
HTT cytoprotect: qHTS Multiplex Assay to Identify Dual Action Probes in a Cell Model of Huntington: Cytoprotection (ATP); PC12 HTT-Q103 induced, cytoprotection, ATP luminescence, 40 h; Potency, µM (titrated, usually from 56.4 µM), without a hit: cytoprotection (ATP increase), usual class: activators; hit rate 0.14% among 230,000;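 note: % of control where 0% means no effect; nearly all actives have a fitted effect of over 45% in size; toxic huntingtin expression switched on by the ecdysone agonist tebufenozide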
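PC12 cells with ecdysone-inducible HTT exon 1 Q103-GFP, induced with 100 nM tebufenozide and co-treated with library compounds in a dose series (1536-well, 1500 cells/well). Cytoprotection read as ATP content by ATPlite luminescence.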
GAA inhib: qHTS Assay for Inhibitors of Human alpha-Glucosidase as a Potential Chaperone Treatment of Pompe Disease. Lysosomal alpha-glucosidase (Homo sapiens), P10253. purified human GAA, 4-MU-alpha-glucoside fluorescence. Potency, µM (top dose mostly 76.9 µM), without a hit: at the top dose activity change, negative = inhibition, usual class: inhibitors. hit rate 0.005% among 200,000. AID 1466, 2008;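 note: plate controls were uninhibited enzyme wells for no effect and no-enzyme background for full effect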
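Human enzyme at 4 nM with 400 uM 4-methylumbelliferyl-alpha-D-pyranoside, citrate/phosphate buffer pH 5.0, 0.005% Tween-20, 20 min at room temperature. Compounds up to 77 uM. 4-MU fluorescence (Ex 365/Em 440) read after NaOH/glycine stop; AC50 from Hill fit.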
Tau fluor counter: Counterscreen qHTS for Inhibitors of Tau Fibril Formation, Fluorescence Polarization | tau K18 P301L (four-repeat tau fragment) Alexa594 fluorescence, heparin fibrillization | Potency, µM (highest dose often 57.7 µM), for the others: top-dose activity change, negative = decrease | hit rate 0.93% among 280,000 | AID 1463, 2008; note: % is set by controls: 0 for no effect and ±100 for the full control effect; nearly all actives have a fitted effect of over 55% in size
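Human K18 P301L tau (15 uM unlabeled plus 0.24 uM Alexa 594-labeled, final) in 100 mM sodium acetate pH 7 was mixed with compound and 20 uM heparin and incubated 6 hr at 37 C.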
GLA spleen mod: qHTS Assay for Inhibitors and Activators of Human alpha-Galactosidase From Spleen Homogenate; human spleen homogenate, 4MU-alpha-Gal fluorescence, 40 min; Potency, µM (doses to about 80 µM), for the others: top-dose activity change, negative = inhibition, actives largely listed as inhibitors; hit rate 0.008% among 240,000;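 note: 0% = enzyme with vehicle and -100% = no enzyme basal signal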
Target sequence (P06280 32-429 limits assumed): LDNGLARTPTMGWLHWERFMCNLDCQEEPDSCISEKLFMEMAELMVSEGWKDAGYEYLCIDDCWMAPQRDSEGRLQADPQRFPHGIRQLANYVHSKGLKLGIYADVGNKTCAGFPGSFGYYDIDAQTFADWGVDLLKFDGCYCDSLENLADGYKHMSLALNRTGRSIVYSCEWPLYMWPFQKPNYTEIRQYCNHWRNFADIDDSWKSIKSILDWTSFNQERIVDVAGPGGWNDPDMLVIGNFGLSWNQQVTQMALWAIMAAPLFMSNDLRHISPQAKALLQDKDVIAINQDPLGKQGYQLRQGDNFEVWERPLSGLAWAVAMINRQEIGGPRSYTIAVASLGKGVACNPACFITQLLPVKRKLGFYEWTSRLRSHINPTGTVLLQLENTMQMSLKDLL
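Fluorogenic readout (Ex 365/Em 440 nm) of 4-methylumbelliferone released from 1 mM 4-MU-alpha-galactoside by spleen homogenate, 40 min at 37C, pH 5.0. Data normalized to no-enzyme and enzyme controls; Hill-equation AC50 from compound titrations.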
An asterisk follows results filed as active; ? = inconclusive; / = no result given; & = joins results of further samples; [ ] = another dose, or the depositor's remark. Calls come from the whole dose curve; as a rule, active = well fitted curve in the direction sought with a large enough effect; inconclusive = small, poorly fitted or top-dose-only effect, or another doubt; inactive = no such curve, though single readings can be large; an effect the other way counts as inactive or inconclusive. Potency is the fitted concentration of half-maximal effect.

1: CCC(C)C(=O)Nc1nnc(SCC(=O)NC(C)(C)C)s1 (configuration not stated)
2: Cc1[nH]c(=O)[nH]c(=O)c1/C=N\NC(=O)CCc1ccc(OC(C)C)cc1
3: CCOC(=O)CCCNc1ccc([N+](=O)[O-])cc1[N+](=O)[O-]
4: CCN(CC)CC(O)CN1C(=O)NC(C)(C)C1=O (configuration not stated)
5: O=C(NCCCN1CCOCC1)C(=O)N/N=C/c1ccc(F)cc1
6: CCCCC(=O)Nc1ccc(C(=O)NNC(=O)c2cccs2)cc1
7: CCOc1ccc(C(=O)N2CCN(c3ccccc3)CC2)cc1
8: N/C(=N\OC(=O)Nc1ccccc1)c1ncc(C(F)(F)F)cc1Cl
9: CCN1C(=O)C(CC(=O)Nc2ccc(OC)cc2)N(CCN2CCOCC2)C1=S (configuration not stated)
10: CC1(C)CC(=O)C(C(=O)/C=C/NCCc2ccccc2)C(=O)C1
assay / entry | 1 | 2 | 3 | 4 | 5 | 6 | 7 | 8 | 9 | 10
Tau fibril ThT | -7% | 3% | ? | -7% | -2% | -10% | -11% | -13% | -10% | -16%
Tau fibril FP | -3% | -4% | 2% | -8% | -1% | 6% | -1% | 1% | 2% | 8%
GAA spleen mod | 0% | 4% | -8% | 8% | -9% | 4% | -1% | 6% | 1% | 1%
GAA glycogen mod | -1% | 7% | 3% | -8% | 0% | 2% | 3% | / | -1% | -1%
HTT cytoprotect | -30% | 4% | 19%[10 µM] | 14%[10 µM] | -6%[10 µM] | 20%[10 µM] | 7%[10 µM] | -18% | 12%[10 µM] | 41%
GAA inhib | 9% | 4% | -3% | -6% | -8% | 0% | -1% | -2% | 4% | -3%
Tau fluor counter | -10% | 4% | -18% | -5% | -6% | -6% | -11% | -8% | -14% | -5%
GLA spleen mod | -4% | 4% | -6% | 6% | 5% | 6% | -10% | 9% | -8% | 0%

Compound profiles, as listed above.
N/C(=N\OC(=O)Nc1ccccc1)c1ncc(C(F)(F)F)cc1Cl is listed as Tau fibril ThT: -13%; Tau fibril FP: 1%; GAA spleen mod: 6%; GAA glycogen mod: /; HTT cytoprotect: -18%; GAA inhib: -2%; Tau fluor counter: -8%; GLA spleen mod: 9%
CCCCC(=O)Nc1ccc(C(=O)NNC(=O)c2cccs2)cc1 is listed as Tau fibril ThT: -10%; Tau fibril FP: 6%; GAA spleen mod: 4%; GAA glycogen mod: 2%; HTT cytoprotect: 20%[10 µM]; GAA inhib: 0%; Tau fluor counter: -6%; GLA spleen mod: 6%

New compounds follow.
11: COc1ccc(-c2noc(CSc3nnc(C)n3-c3cccc(C)c3)n2)cc1
12: Cc1nnsc1NC(=O)OCc1ccc(C(F)(F)F)cc1
13: COc1cccc(NC(=O)n2nc(N)cc2-c2ccc(Cl)cc2)c1
14: CNC(=S)N1CCc2cc(OC)c(OC)cc2C1
15: CCCCCCNC(=O)CCCCCNS(=O)(=O)c1ccc(Br)cc1
16: COc1ccc(S(=O)(=O)n2ccc(-c3ccc(OCCN(C)c4ccccn4)cc3)n2)cc1
17: COc1ccccc1-n1cc(CN2CCN(C3CCCCC3)C(CCO)C2)cn1 (configuration not stated)
18: O=C(Nc1nnc(S(=O)(=O)N2CCCC2)s1)c1ccccc1Br
19: CC1CCN(c2c(NCC3CCC(C(=O)NCc4ccccc4Cl)CC3)c(=O)c2=O)CC1 (configuration not stated)
20: CCCCn1cnc2c(oc3nc4c(cc32)CCCC4)c1=O
assay / entry | 11 | 12 | 13 | 14 | 15 | 16 | 17 | 18 | 19 | 20
Tau fibril ThT | -12% | -6% | -7% | -6% | -8% | -1% | -1% | ? | -4% | ?
Tau fibril FP | 6% | -3% | 4% | -1% | 0% | -2% | -1% | 1% | 11% | 8%
GAA spleen mod | / | -8% | -8% | -1% | 9% | -11% | 4% | / | 0% | -8%
GAA glycogen mod | -2%[76.3 µM] | -6% | -4% | -1% | -6% | 1% | -6% | -3%&-11%[76.3 µM] | -8% | 4%
HTT cytoprotect | / | -10% | 5% | -4%[10 µM] | 26% | -17% | / | / | / | -28%[10 µM]
GAA inhib | / | 5% | -12% | / | -2% | -5% | 1% | / | 1% | -1%
Tau fluor counter | -5% | -8% | ? | -6% | -9% | ? | 4% | -21% | -10% | -4%
GLA spleen mod | / | 2% | 4% | -9% | 6% | -9% | 1% | / | 2% | 7%

2 of these compounds, set out differently.
Results follow in this order: Tau fibril ThT | Tau fibril FP | GAA spleen mod | GAA glycogen mod | HTT cytoprotect | GAA inhib | Tau fluor counter | GLA spleen mod
15) CCCCCCNC(=O)CCCCCNS(=O)(=O)c1ccc(Br)cc1
  -8% | 0% | 9% | -6% | 26% | -2% | -9% | 6%
16) COc1ccc(S(=O)(=O)n2ccc(-c3ccc(OCCN(C)c4ccccn4)cc3)n2)cc1
  -1% | -2% | -11% | 1% | -17% | -5% | ? | -9%

Remaining list, next part
21: COc1cc(OC)c(NC2c3ccccc3C(=O)N2c2cc(C)ccn2)cc1Cl (configuration not stated)
22: CCc1ccc(NC(=O)CO/N=C(\C)c2cc3ccccc3o2)cc1
23: O=C(Nc1cc2c(cc1Cl)OCCCO2)c1ccccc1
24: CCOC(=O)c1ccc(NC(=S)NNC(C)(C)C)cc1
25: CCOC(=O)CSc1ccc(C(=O)N2CCN(C)CC2)cc1[N+](=O)[O-]
26: COc1ccc(CN(CC2CCC(C(=O)O)CC2)C(=S)Nc2cc(Cl)ccc2OC)cc1 (configuration not stated)
27: Cn1ccsc1=NC(=O)c1ccccc1F
28: COC(=O)CSc1nnc(Cc2cc(=O)[nH]c(=O)[nH]2)n1-c1cccc(OC)c1
29: Clc1cc2c(cc1/C=N/Nc1nc(N3CCOCC3)nc(N3CCOCC3)n1)OCO2
30: Cn1c([N+](=O)[O-])cnc1COC(N)=O
assay / entry | 21 | 22 | 23 | 24 | 25 | 26 | 27 | 28 | 29 | 30
Tau fibril ThT | -9% | ? | -12% | / | -8% | -6% | -2% | -5% | ? | -6%&-1%
Tau fibril FP | 17% | -12% | 10% | -5% | 3% | -13% | -1% | 4% | ? | 11%&5%
GAA spleen mod | 0% | 1% | 2% | -6% | -2% | -8% | / | -13% | 7% | -3%
GAA glycogen mod | 1% | -7% | 1% | -28% | 8% | -4% | -3% | 2% | -2% | 1%
HTT cytoprotect | 9%[10 µM] | -5%[10 µM] | -23% | -44%[10 µM] | -13% | 1% | -36%[inhibitor] | -23%[10 µM] | -44%[inhibitor] | ?
GAA inhib | -2% | -1% | 2% | / | -9% | -8% | -2% | -3% | 0% | -4%[15.4 µM]
Tau fluor counter | ? | -19% | -9% | ? | -2% | -10% | -1% | -6% | -4% | -7%&-3%
GLA spleen mod | 3% | 0% | -4% | -7% | 3% | -2% | -7% | 8% | 2% | 0%

31: CS(=O)(=O)N(CC(=O)NCc1ccco1)c1ccccc1Cl
32: Cc1ccc(C(C)(C)C)c(OCC(=O)NCCc2nc3ccccc3[nH]2)c1
33: O=c1cc(N2CCCCC2)nc2n1CCCS2
34: O=C(NNC(=S)Nc1ccccc1)c1ccco1
35: Cc1ccc(S(=O)(=O)N2CCN(C(=O)N3CCOCC3)C2C(C)C)cc1 (configuration not stated)
36: Cc1cc(C)n(Cc2ccc(Cl)nc2)n1
37: Cc1nc(N2CCCCC2)c(C#N)c(C)c1[N+](=O)[O-]
38: Cc1ccc(SCC(=O)NC(=O)Nc2ccc3c(c2)OCCO3)c(C)c1
39: CCOC(=O)C1=C(CNC(C)(C)CC(C)(C)C)NC(=O)NC1c1cccc([N+](=O)[O-])c1 (configuration not stated)
40: Cn1c(SCC(=O)Nc2ccc3c(c2)oc2ccccc23)nnc1-c1ccccc1
assay / entry | 31 | 32 | 33 | 34 | 35 | 36 | 37 | 38 | 39 | 40
Tau fibril ThT | -17% | -10% | -4% | 4% | -1% | -8% | -1% | -2% | -4% | ?
Tau fibril FP | -6% | -4% | -5% | -3% | -1% | -10% | 9% | -2% | -4% | -12%
GAA spleen mod | -3% | / | -2% | -9% | -11% | -6% | -1% | 5% | -5% | -6%
GAA glycogen mod | 2% | 8%[76.3 µM] | 2% | -26% | -4% | -1% | -10% | -4% | 7% | -5%
HTT cytoprotect | 0% | / | -15% | -44%[inhibitor] | -22% | 33%[10 µM] | -20%[10 µM] | 7%[10 µM] | -40% | -10%
GAA inhib | 0% | / | -6% | 3% | -6% | -9% | -7% | 0% | ? | -7%
Tau fluor counter | -6% | -29% | 2% | 3% | 1% | -4% | -2% | -13% | -10% | ?
GLA spleen mod | -3% | / | 4% | 0% | 5% | -5% | 4% | 8% | -8% | 1%

41: Cc1nn(CCCC(=O)Nc2cccc(F)c2)c(=O)c2c1sc1ccccc12
42: CC(=O)Nc1cc(-c2nn(C)c(=O)c3ccccc23)ccc1N1CCCCC1
43: COc1ccccc1Nc1nc2c(S(=O)(=O)c3ccc(C(C)C)cc3)nnn2c2ccsc12
44: COc1ccc(NC(=O)CN2C(=O)COc3ccc(S(=O)(=O)NC4CCCC4)cc32)cc1OC
45: CC1Cc2ccccc2N1C(=O)c1cnc2n(c1=O)CCS2 (configuration not stated)
46: Cc1ccccc1NC(=O)Cn1c(=O)n(CCc2ccccc2)c(=O)c2ccccc21
assay / entry | 41 | 42 | 43 | 44 | 45 | 46
Tau fibril ThT | ? | -4% | 1% | 3% | -9% | 5%
Tau fibril FP | 5% | -5% | 0% | 1% | 0% | ?
GAA spleen mod | / | 4% | / | / | 3% | /
GAA glycogen mod | -15%[76.3 µM] | 7% | -4%[76.3 µM] | 2%[76.3 µM] | 7% | -5%[76.3 µM]
HTT cytoprotect | / | 0% | / | / | 14% | /
GAA inhib | / | -4% | / | / | -7% | /
Tau fluor counter | ? | -3% | -6% | -14% | -4% | -15%
GLA spleen mod | / | 4% | / | / | 1% | /
